IMP-1 inh – blocks Pseudomonas aeruginosa IMP-1 metallo-beta-lactamase. purified IMP-1, nitrocefin hydrolysis, epi-absorbance fluorescence. inhibition, % at 5.6 µM. actives 0.45% (n = 290,000). AID 1556;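 active = inhibition above the mean plus 3 SD of all compounds in the same screening run, cut at about 4.5% in these data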;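 note: 0% = IMP-1 with DMSO and 100% = DMSO wells lacking enzyme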
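Test system: recombinant IMP-1 enzyme, purified / Medium: HEPES buffer pH 7.1 with ZnSO4 and Brij 35 / Doses: single dose, 5.6 µM / Times: 25 °C, 15 min preincubation, 25 min reaction / Detection: Epi-absorbance via hydrolysed-nitrocefin quenching of white-plate fluorescence, 480/530 nm, EDTA stop / Evaluation: percent inhibition from optical density relative to buffer-blank wells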
FID counter – counter-screen for HCV NS3 helicase inhibitors: DNA intercalator displacement; DNA fluorescent intercalator displacement, fluorescence; inhibition, % at 7.9 µM; actives 0.17% (n = 290,000); in the data active = inhibition above about 37%;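 note: 0% = vehicle and 100% = reference compound; higher means more ethidium bromide displaced from hairpin DNA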
NALP1 inh – blocks the NALP1 inflammasome reconstituted in yeast. S. cerevisiae NALP1/ASC/caspase-1 growth, X-gal OD620, 72 h. inhibition, % at 10 µM. actives 0.61% (n = 280,000). AID 2071; in the data active = inhibition mostly above about 24%, no sharp cut-off; inactive = mostly below about 32%; note: some compounds called inactive have numbers as strong as hits
VIM-2 inh – blocks Pseudomonas aeruginosa VIM-2 metallo-beta-lactamase; purified VIM-2, nitrocefin hydrolysis, epi-absorbance fluorescence; inhibition, % at 5.6 µM; actives 0.89% (n = 290,000);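 active = inhibition above the mean of all tested compounds plus 3 SD, cutoff set per screening run, cut at about 7.5% in these data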;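 note: red hydrolysis product quenches plate fluorescence so inhibitors raise well fluorescence; 0% = enzyme with DMSO and 100% = DMSO without enzyme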
SUMO HTRF inh – SUMOylation inhibition | P63279 | actives 0.36% (n = 290,000) | inhibition, % at 35 µM | HTRF SUMOylation assay, SAE1/SAE2 + UBC9, in vitro | AID 2006; in the data active = inhibition above about 50%, passing the limit was not always enough; note: strong numbers were not always called active
Target sequence (P63279 whole entry, looked up): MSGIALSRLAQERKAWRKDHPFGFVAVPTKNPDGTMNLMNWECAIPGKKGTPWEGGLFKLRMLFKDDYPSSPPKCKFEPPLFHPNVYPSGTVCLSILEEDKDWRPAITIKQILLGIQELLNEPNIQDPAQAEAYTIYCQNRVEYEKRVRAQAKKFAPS
MEKK2wt PB1 HTS – raises or lowers MEK5 binding to wildtype human MEKK2 PB1 domain. AID 1531. binding response (% of control), % at 10 µM. bead flow cytometry, Alexa488-MEK5 binding to MEKK2 WT; actives lie on both sides. actives 1.1% (n = 290,000). Q9Y2U5; in the data active = binding response below about 67% or above about 130%
NS3 helicase inh – HCV NS3 helicase inhibition | NS3 helicase DNA unwinding, Cy5 molecular beacon fluorescence | inhibition, % at 10.9 µM | actives 0.56% (n = 290,000) | AID 1800;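 active = inhibition above the mean of all tested compounds plus 3 SD, set per campaign, cut at about 35% in these data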;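 note: 0% = DMSO wells and 100% = thioflavine S control wells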
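test system = hepatitis C virus NS3 helicase domain fragment enzyme | reagent = annealed dual-labelled DNA beacon duplex, ATP-started | times = 1 h at 25 °C | detection = Cy5 fluorescence, 0 and 60 min reads | read-out basis = percent inhibition from t60/t0 fluorescence ratio | control set = DMSO and thioflavine S | replication = one well per compound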
MEKK2 mut-MEK5 – signal of MEK5 binding to mutant human MEKK2 PB1 domain; actives 0.35% (n = 290,000); percent response, % at 10 µM; bead flow cytometry, Alexa488-MEK5 binding to MEKK2 mutant; AID 1530; in the data active = percent response above about 24%, passing the limit was not always enough; note: inactives centre near 1; some results filed as inactive read as strong as hits
M18AAP inhibitor – PfM18AAP enzyme inhibition; inhibition, % at 7.35 µM; AID 1822; recombinant PfM18AAP, H-Glu-NHMec fluorogenic cleavage; actives 1.2% (n = 290,000);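 active = inhibition above the campaign mean inhibition over all tested compounds plus 3 SD, cut at about 28% in these data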;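 note: 0% = plate median of test compound wells and 100% = 2 mM ZnCl2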
Starred values were filed as active, the others as inactive; / = not tested or not shown.

SMILES	IMP-1 inh	FID counter	NALP1 inh	VIM-2 inh	SUMO HTRF inh	MEKK2wt PB1 HTS	NS3 helicase inh	MEKK2 mut-MEK5	M18AAP inhibitor
Cc1ccc(-n2nnnc2SCC(=O)Nc2ccc3c(c2)OCCO3)cc1C	-3.0	-7.2	-84.9	-3.4	14.5	92.0	-4.4	-2.0	0.0
O=C(Nc1ccncc1)Nc1ccncc1	-3.3	1.3	24.3	0.3	22.8	90.0	1.0	-5.0	2.2
C=CCOc1cccc(C2/C(=C(\O)c3ccc4c(c3)OCCO4)C(=O)C(=O)N2CCN2CCOCC2)c1 (stereo not drawn)	-0.1	-63.6	20.9	0.3	14.0	108.0	6.4	4.0	-1.5
CC1CCCC(C)N1C(=O)C1CC(c2ccc(F)cc2)=NO1 (stereo not drawn)	-1.2	-5.6	1.3	-1.2	15.4	102.0	-2.6	6.0	2.3
Cc1ccc(NC(=O)CN(C)C(=O)C2COc3ccccc3O2)cc1 (stereo not drawn)	-2.3	-9.4	0.0	0.1	13.0	100.0	-3.8	-1.0	-3.8
COc1cccc(CNS(=O)(=O)c2ccc(N3CCCC3=O)cc2)c1	0.0	-19.1	-13.0	1.2	-15.3	100.0	27.7	-4.0	2.5
Oc1ccc(-c2cccc(-c3ccc(O)cc3)n2)cc1	-2.1	-9.9	27.7	-3.1	17.2	97.0	-8.2	-3.0	-0.5
COc1ccc(OC)c(S(=O)(=O)Nc2cc(C(=O)O)ccc2N2CC3CC(C2)c2cccc(=O)n2C3)c1 (stereo not drawn)	-1.0	-26.6	3.4	-3.5	15.2	95.0	0.1	-4.0	-2.5
CC(C)N(Cc1cc2ccccc2[nH]c1=O)C(=O)c1ccco1	-0.7	7.1	19.5	-2.9	7.1	78.0	-1.5	-12.0	-1.2
CC(=O)c1ccc(NS(=O)(=O)Cc2ccccc2)cc1	-2.7	-0.2	-3.5	-3.4	23.7	97.0	0.7	-3.0	-0.8
Nc1nnc(COc2ccccc2)s1	-2.0	2.0	-60.3	-2.7	-12.6	104.0	-4.6	4.0	0.6
c1coc(CN=C2NC(=NCc3ccco3)c3ccccc32)c1	-1.5	1.2	5.1	-2.1	33.5	95.0	4.2	-5.0	-1.8
CNC(=S)N1N=C(c2cccs2)CC1c1ccc(F)cc1 (stereo not drawn)	-0.4	-14.2	-6.9	0.0	-9.4	101.0	-12.6	-2.0	1.6
Cn1nnnc1SCc1nc2scc(-c3ccc(Cl)cc3)c2c(=O)[nH]1	-3.4	-7.8	/	-2.9	17.3	95.0	42.3*	-6.0	8.8
COc1ccccc1OCCNc1cc(N2CCCCC2)ccc1[N+](=O)[O-]	-1.6	-6.1	32.5	-2.7	-3.3	104.0	-13.0	-2.0	-3.7
O=C1OCCN1c1c(-c2ccccc2)c(-c2cccs2)nc2c(-c3ccccc3)cccc12	-3.1	-20.0	-6.3	-0.9	0.6	82.0	0.6	-10.0	7.0
COc1ccc2c(c1)Cc1sc(NC(=O)c3ccco3)nc1-2	-1.8	-1.8	12.1	-2.0	77.6	104.0	-3.6	3.0	11.5
CC(C)Cc1nnc(NC(=O)c2cc(S(=O)(=O)N(C)C)ccc2N2CCCC2)s1	-3.4	-45.8	9.1	-1.0	4.7	107.0	-3.1	7.0	-2.8
Cc1ccc(C(C)C)c(OCC(=O)Nc2ccc(Cl)cn2)c1	-1.8	-1.5	6.7	-2.2	6.6	102.0	3.0	-3.0	4.9
Cc1nc(CN(C)C(=O)c2ccccc2OC2CCN(S(C)(=O)=O)CC2)cs1	-1.2	-11.8	-2.5	-0.2	11.1	91.0	-0.7	-8.0	-6.2
CSc1ccc(C2C3(C#N)C(N)=NC4(OCCO4)C23C#N)cc1 (stereo not drawn)	-3.0	-1.6	17.7	-2.7	-5.7	101.0	-7.1	4.0	-0.2
COCCNC(=O)c1cccc(NC(=O)C2=C(C)OCCS2)c1	-0.3	-0.6	17.7	-1.2	3.9	106.0	-0.5	1.0	-15.9
COC(=O)c1ccc(NC(=O)CCC(=O)c2ccc(F)cc2)cc1	-1.4	-14.7	13.8	-2.7	10.3	105.0	1.1	3.0	0.2
Nc1ncnc(Nc2ccc(F)c(Cl)c2)n1	-3.2	-1.4	/	-1.8	15.2	106.0	1.5	4.0	-1.2
O=C(Cc1nc2ccccc2[nH]1)c1ccc(Cl)cc1	-4.0	-3.4	5.0	-3.3	2.7	99.0	-3.3	-2.0	9.1
COc1ccc(-c2cnnc(N/N=C/c3ccc(O)c(O)c3)n2)cc1	-5.1	-10.8	22.0	-3.3	-21.2	102.0	-3.4	0.0	47.5*
CC(=O)N(C)N1c2ccccc2CCc2ccccc21	-1.7	-19.2	-6.1	-1.8	6.1	101.0	1.2	1.0	4.3
CCOc1cc(C(=O)N2CCOCC2)ccc1OCc1ccccc1	0.5	-16.1	9.7	0.1	6.6	108.0	1.5	16.0	7.3
c1ccc2cc(CN3CCOCC3)ccc2c1	-6.8	6.8	/	-3.3	3.9	102.0	3.0	2.0	-13.4
CC(=O)Nc1ccc(S(=O)(=O)N(Cc2ccccc2)c2ccccc2F)cc1	-2.8	7.7	-3.8	-3.1	4.8	89.0	-10.3	-10.0	-6.3
COc1ccc2c(c1)C(c1ccc([N+](=O)[O-])cc1)=NNC(c1ccco1)=N2	-1.8	-3.3	7.9	-1.9	-11.2	97.0	-11.3	1.0	-0.1
O=C(COC(=O)c1ccccc1NC(=O)c1ccccc1)c1ccc([N+](=O)[O-])cc1	-2.2	1.6	35.3	-0.7	-9.2	92.0	-3.6	-13.0	40.4*
Cc1ccc(-c2nc(N)sc2CC(=O)OCC(=O)NCCC(C)C)cc1	-3.0	-20.6	28.5	1.6	13.2	98.0	10.8	1.0	3.8
Cn1c(SCc2ccc(Br)cc2)nnc1-c1ccncc1	-3.2	-14.7	27.9	-2.2	-3.6	92.0	3.9	-3.0	2.2
O=C(OCc1ccccc1)c1cccc(-c2nnn(Cc3ccccc3)n2)c1	-3.9	-8.9	-12.9	-2.1	0.2	111.0	3.5	3.0	1.1
O=C(c1cc2ccccn2n1)N1CCN(c2ccccn2)CC1	-3.4	-7.9	0.0	-1.2	-4.7	110.0	-1.4	11.0	-12.2
CNC(=O)c1cccn1-c1ccsc1C(=O)OC	-4.2	-0.3	9.8	-1.7	16.8	98.0	5.7	-5.0	4.1
COc1ccc(C(=O)NCC(=O)N/N=C/C(C)=C/c2ccco2)cc1OC	-1.3	-25.4	23.8	-4.3	40.8	103.0	-7.6	5.0	5.8
COc1ccccc1NC(=O)COc1ccc(Br)cc1CO	-4.3	-6.6	12.2	-0.3	-15.2	106.0	-0.4	4.0	0.8
CCN1CCCC1CNC(=O)CS(=O)(=O)Cc1nc(-c2ccccc2C)oc1C (stereo not drawn)	-4.0	6.4	11.9	-0.6	13.9	116.0	-36.5	8.0	-4.5
CCn1nc(C)c(CN2CCC(C(=O)Nc3cccc(-c4cccc(Cl)c4)c3)CC2)c1C	-1.7	29.6	1.0	-1.6	3.4	146.0*	-22.0	12.0	-1.3
Cc1cnc(C(=O)NC2CC(C)(C)Cc3c2cnn3-c2ccccc2)cn1 (stereo not drawn)	-2.0	-39.0	18.1	-0.3	2.6	109.0	3.8	10.0	-6.4
CCOCCCn1c(=O)c(NC(=O)c2ccc(OCC)cc2)c2n(c1=S)CCCCC2	-6.2	-10.0	13.5	-3.7	-6.7	92.0	-1.9	-4.0	4.0
CCOC(=O)c1c(C)[nH]c(C)c1S(=O)(=O)N(C)CC(=O)Nc1cc(C)ccc1OC	-3.1	-29.7	0.4	-2.7	9.0	98.0	1.0	3.0	16.0
CC(C)N(C(=O)CSc1nc2ccccc2n1Cc1ccccc1)C(C)C	-4.2	-1.7	4.9	-1.7	-6.8	97.0	-4.5	2.0	1.0

Single records, from the list above:
O=C(COC(=O)c1ccccc1NC(=O)c1ccccc1)c1ccc([N+](=O)[O-])cc1 across the screens: IMP-1 inh: -2.2; FID counter: 1.6; NALP1 inh: 35.3; VIM-2 inh: -0.7; SUMO HTRF inh: -9.2; MEKK2wt PB1 HTS: 92.0; NS3 helicase inh: -3.6; MEKK2 mut-MEK5: -13.0; M18AAP inhibitor: 40.4*
CC(C)N(C(=O)CSc1nc2ccccc2n1Cc1ccccc1)C(C)C across the screens: IMP-1 inh: -4.2; FID counter: -1.7; NALP1 inh: 4.9; VIM-2 inh: -1.7; SUMO HTRF inh: -6.8; MEKK2wt PB1 HTS: 97.0; NS3 helicase inh: -4.5; MEKK2 mut-MEK5: 2.0; M18AAP inhibitor: 1.0
CCn1nc(C)c(CN2CCC(C(=O)Nc3cccc(-c4cccc(Cl)c4)c3)CC2)c1C across the screens: IMP-1 inh: -1.7; FID counter: 29.6; NALP1 inh: 1.0; VIM-2 inh: -1.6; SUMO HTRF inh: 3.4; MEKK2wt PB1 HTS: 146.0*; NS3 helicase inh: -22.0; MEKK2 mut-MEK5: 12.0; M18AAP inhibitor: -1.3

Next records
SMILES	IMP-1 inh	FID counter	NALP1 inh	VIM-2 inh	SUMO HTRF inh	MEKK2wt PB1 HTS	NS3 helicase inh	MEKK2 mut-MEK5	M18AAP inhibitor
Cc1ccccc1-n1c(=O)/c(=C\c2ccco2)s/c1=C(/C#N)C(=O)Nc1ccccc1	-3.6	3.1	-1.9	-1.8	45.8	90.0	6.5	-1.0	-2.5
CSc1ccccc1C(=O)NC1CCCN(c2ccc(C(F)(F)F)cn2)C1 (stereo not drawn)	-3.2	-35.0	-17.3	-2.0	-0.9	97.0	-2.3	3.0	13.0
CC1CCCN(S(=O)(=O)c2ccc3c(c2)c(=O)nc2ccc(Cl)cn23)C1 (stereo not drawn)	-1.6	-9.8	10.5	4.7	32.3	96.0	0.8	1.0	-2.1
O=c1c2cc(Br)ccc2nc(-c2cccc(C(F)(F)F)c2)n1O	-3.4	-7.5	5.1	-3.5	8.7	97.0	16.5	-2.0	3.9
CCOC(=O)c1c(NC(=O)CSC(=S)N(C)C)sc(C)c1C	-1.8	-8.3	24.6	-1.4	-11.7	96.0	3.3	-1.0	9.2
Cn1c(=O)oc2cc(S(=O)(=O)NCc3ccco3)ccc21	-4.0	-2.1	2.7	-3.6	-0.1	111.0	4.8	16.0	9.1
O=S(=O)(/N=C(/Nc1ccccc1)C(F)(F)F)c1ccccc1	-3.7	3.5	31.6	-2.5	-1.1	109.0	2.2	0.0	0.0
Cc1cc(C)cc(NC(=O)Nc2ccccc2N2CCCCC2)c1	0.5	-0.1	8.2	-2.7	-0.7	97.0	-9.4	-7.0	0.4
Cc1ccc(Cn2ncc3c(NCCCN4CCOCC4)ncnc32)cc1	-2.9	3.6	/	-2.0	5.1	114.0	-7.2	9.0	1.9
COc1ccc(CNC(=O)CN(Cc2ccc(F)cc2)C(=O)c2csnn2)cc1	-2.5	-11.3	0.7	-1.5	-12.3	124.0	-4.3	5.0	-14.2
COc1cccc(NC(=O)c2ccc(CN3CCc4ccccc4C3)cc2)c1	1.1	3.8	13.4	-1.0	-0.4	108.0	-11.8	4.0	0.0

Compound activity as filed in PubChem.
